# MT1-MMP txn act: MT1-MMP promoter reporter activation – cell-based, luciferase luminescence, primary screen | HT1080 MT1-MMP promoter luciferase reporter, overnight; stronger effect = higher value | activation factor at 10 µM | hit rate 0.16% among 86,000 | AID 750, 2007;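 active means activation factor of at least 2 for MT1-MMP transcription at 10 µM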
# Lung fibro prol: antiproliferative effect on LL 47 fibroblasts – human, LL 47 cells, CellTiter-Glo luminescence, primary screen. LL 47 human lung fibroblast viability, ATP luminescence; stronger effect = lower value. viability, % at 10 µM. hit rate 1.1% among 85,000;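 active means viability at or below 50% in the single dose screen; inactive means viability above 50%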;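 further: compound exposure lasted 72 h before the ATP readout; 100% = median luminescence of untreated cell-only wells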
#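 Assay system: human lung fibroblast line LL 47, low passage. Input: 1,150 fibroblasts seeded per well. Times: overnight cell rest, 72 h compound treatment at 37 °C. Evaluation: % viability of median cell-only signal. Technique: luminescent ATP detection, CellTiter-Glo. Control set: cell-only wells, no compound.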
# CD11b adhes enh: enhancers of CD11b/CD18 adhesion to fibrinogen, primary screen, K562 cells, luminescence. AID 1499, 2009. Integrin beta-2 (Homo sapiens) + Integrin alpha-M (Homo sapiens), P05107+P11215. hit rate 0.07% among 93,000. activation, % at 10 µM. ATPlite luminescence;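 active means 10 µM primary screen giving 50% or more activity, confirmed by 40% or more on retest at that dose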; further: strong numbers were not always called active
# Target sequence (P05107 whole entry, looked up, other chains not shown): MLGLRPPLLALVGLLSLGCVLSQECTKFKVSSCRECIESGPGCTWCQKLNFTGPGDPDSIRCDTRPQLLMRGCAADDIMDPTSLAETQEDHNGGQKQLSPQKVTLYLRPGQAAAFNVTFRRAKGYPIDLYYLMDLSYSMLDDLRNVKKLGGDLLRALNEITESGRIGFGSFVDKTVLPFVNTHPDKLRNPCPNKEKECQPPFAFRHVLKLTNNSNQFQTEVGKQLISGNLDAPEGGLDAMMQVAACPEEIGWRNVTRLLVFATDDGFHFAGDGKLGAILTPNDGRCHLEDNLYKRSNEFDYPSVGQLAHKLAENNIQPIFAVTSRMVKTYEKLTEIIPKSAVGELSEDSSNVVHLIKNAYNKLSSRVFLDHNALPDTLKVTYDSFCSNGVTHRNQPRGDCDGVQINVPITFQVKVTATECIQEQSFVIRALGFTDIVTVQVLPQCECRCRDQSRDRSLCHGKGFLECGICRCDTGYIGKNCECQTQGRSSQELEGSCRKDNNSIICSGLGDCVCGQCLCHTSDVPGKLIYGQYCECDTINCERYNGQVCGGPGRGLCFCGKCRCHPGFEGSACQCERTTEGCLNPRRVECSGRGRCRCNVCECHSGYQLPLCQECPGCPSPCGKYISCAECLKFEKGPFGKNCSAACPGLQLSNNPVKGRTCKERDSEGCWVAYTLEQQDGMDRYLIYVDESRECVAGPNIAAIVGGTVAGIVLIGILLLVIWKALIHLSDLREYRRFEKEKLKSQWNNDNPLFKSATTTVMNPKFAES
# ERb coact inh: inhibitors of ERβ-SRC1 coactivator interaction, primary screen, biochemical, TR-FRET, ERβ LBD, SRC-1 peptide; Estrogen receptor beta (Homo sapiens), Q92731; inhibition, % at 25.6 µM; hit rate 1.3% among 86,000; TR-FRET ER-beta LBD / SRC1-Cy5 peptide binding; receptor agonist-loaded with 1 µM estradiol; AID 633, 2007;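 active means compounds whose percent inhibition of the receptor-coactivator binding signal exceeds about 50% in the single-dose screen, limit read from the data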;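 further: 0% = receptor plus peptide wells without compound and 100% = peptide-only wells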
# H69AR inhibit: proliferation blockers of H69AR lung cancer cells, primary screen, cell-based, human, 86K library; H69AR lung tumor viability, ATP luminescence, 72 h; stronger effect = lower value; viability, % at 10 µM; hit rate 6% among 85,000;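 active means viability at or below 40%; inactive means viability above 40%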;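 further: multidrug resistant small cell line overexpressing MRP-1 efflux transporter; 100% = mean luminescence of untreated control wells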
# ERa coact pot: enhancers of ERα–SRC-1 coactivator binding, primary screen, biochemical, TR-FRET, ERα LBD, low estradiol; TR-FRET ERalpha-LBD/SRC-Cy5 coactivator binding, 2 h; 100 = basal binding, no effect; coactivator binding (% of control), % at 25.6 µM; hit rate 1.3% among 86,000; AID 639, 2007; in the data active means activity above about 200%;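 further: binding measured in presence of low estradiol as agonist stimulus; 0% = peptide alone without receptor and 100% = receptor with peptide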
# HUVEC inhibit: inhibitors of HUVEC proliferation, primary screen, cell-based, 384-well | CellTiter-Glo luminescence, 72 h; stronger effect = lower value | viability, % at 10 µM (by protocol) | hit rate 1.1% among 86,000;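 active means viability at or below 30%; inactive means viability above 30%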;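 further: 100% = median luminescence of DMSO-only cell control wells on each plate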
# ERa coact inh: ERα–SRC-1 coactivator interaction inhibitors, primary screen, biochemical, TR-FRET, ERα LBD, estradiol-bound. Estrogen receptor (Homo sapiens), P03372. TR-FRET ER-alpha LBD / SRC-1 peptide. inhibition, % at 25.6 µM. hit rate 1.7% among 86,000; in the data active means inhibition above about 50%;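 further: 0% = receptor plus peptide control and 100% = peptide only without receptor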
# Smad3 inh: Smad3/FoxH1 peptide binding inhibitors, primary screen, biochemical, TR-FRET. Mothers against decapentaplegic homolog 3 (Homo sapiens), P84022. AID 630, 2007. hit rate 0.29% among 88,000. inhibition, % at 25 µM. TR-FRET Smad3/Dy647-FoxH1 peptide binding, europium anti-His;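 active means compounds that reduce the energy-transfer binding signal between the protein and its labelled peptide by more than half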;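 further: 0% = Smad3 plus labelled peptide maximal FRET and 100% = peptide-only background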
# An asterisk follows results filed as active; . = no result given; [ ] = another dose, or the depositor's remark.
SMILES,MT1-MMP txn act,Lung fibro prol,CD11b adhes enh,ERb coact inh,H69AR inhibit,ERa coact pot,HUVEC inhibit,ERa coact inh,Smad3 inh
COc1ccc(N(CC(=O)N2CCC(C)CC2)S(=O)(=O)c2c(C)nn(C)c2C)cc1,1.1,96.3,-2.2,-6.1,87.0,133.7,87.4,-1.2[fluorescence artefact?],6.7
CC(NC(=O)Cn1c(NCCO)nc2ccccc21)c1ccccc1 (centres undefined),1.1,102.8,-2.7,-9.5,97.2,106.6,95.8,-4.5,13.6
Cc1cccc(C)c1OCc1nnc(SCC(=O)Nc2nccs2)n1-c1ccccc1,1.1,87.0,-3.0,-4.8,19.7*,112.2,61.8,0.9,3.5
COc1ccnc(N=CNOCc2cccc(Cl)c2Cl)c1C#N,1.3,101.5,-0.3,-1.3[fluorescence artefact?],89.8,140.0,83.3,9.9[fluorescence artefact?],7.1
CNC(=O)CSc1nc2c(c(=O)n(C)c(=O)n2C)n1Cc1ccc(C)cc1,1.1,85.9,-2.8,-0.3,92.9,201.4*,83.5,14.9,2.4
O=C(NCC1CCCO1)C1CCCN(Cc2cnn(-c3ccccc3)c2-n2cccc2)C1 (centres undefined),1.1,100.1,.,-11.8,57.4,111.5,108.4,-28.6[fluorescence artefact?],6.0[fluorescence artefact?]
CC(=O)N1CCN(C(C)=O)C1c1ccccc1,1.1,97.6,6.0,0.2,105.7,93.9,98.7,12.9,7.1[fluorescence artefact?]
Cc1cc(C)c(C#N)c(SCC(=O)c2cc(C)n(CCc3ccccc3)c2C)n1,1.1,98.2,.,1.1,92.6,101.9,114.2,0.9,-6.0
CCOC(=O)Cc1nnc(NC(=O)c2cccc(OCC)c2)s1,1.1,106.0,-2.7,-5.3,93.1,119.2,96.3,0.2,10.6
CCCCOC(=O)Nc1nnc(CCc2ccccc2)s1,1.1,103.4,-1.3,-19.4,90.1,106.9,89.6,-1.3,-12.8
O=C(NCc1ccco1)C1CCN(C(=O)c2cc3sccc3n2Cc2ccc(Cl)cc2)CC1,1,88.5,3.1,-6.8[fluorescence artefact?],64.7,82.3,88.3,8.2[fluorescence artefact?],0.8
COc1ccc(NC(=O)CSc2nnc(-c3ccccc3)n2Cc2ccco2)c(OC)c1,1.1,102.6,-0.3,13.7,88.6,83.8,104.6,10.6,-6.8
COC(=O)c1ccc(COC(=O)c2ccc(N(C)C)cc2)cc1,1.1,111.0,-1.5,2.5,98.9,103.0,110.4,-0.2,5.4
O=C(NC1(C(F)(F)F)NC(=O)N(Cc2cccnc2)C1=O)c1ccc(F)cc1 (centres undefined),1,102.3,.,5.8,88.3,96.3,100.3,1.0,-14.8
CCCn1c(=NC(C)=O)c(C#N)cc2c(=O)n3cccc(C)c3nc21,1.1,95.7,.,47.0,67.5,58.8,105.6,53.7*[fluorescence artefact?],20.2
CCOC(=O)c1ccccc1NC(=O)c1cccs1,1.1,95.0,-3.2,-2.6,95.1,126.7,79.5,1.1,4.8
O=C(Cc1cccs1)Nc1nnc(COc2ccccc2)s1,0.9,89.3,.,36.9,104.2,76.3[fluorescence artefact?],99.3,55.7*,8.6
NC(=O)c1ccccc1N/C=C/C(=O)c1ccccc1,0.4,76.3,-6.5,0.2,87.8,110.4,70.4,6.5,-1.1
Cc1ccc(C(=O)COC(=O)c2ccc(Br)o2)cc1C,1.2,99.5,-5.0,-1.7,102.5,105.5,103.6,-6.4,-2.6
COc1ccc(-c2noc(-c3ccco3)n2)cc1OC,1.1,108.5,-0.4,-5.4,96.0,87.0,103.2,-0.7,-2.1
COc1cc(/C=N/NC(=O)/C(=C\c2ccc([N+](=O)[O-])cc2)NC(=O)c2ccccc2)cc(OC)c1O,1.3,101.0,4.8,10.2,100.4,50.9[fluorescence artefact?],98.3,52.8*[fluorescence artefact?],12.3
COc1ccc(-n2ncc3c(NCCN4CCOCC4)ncnc32)cc1,1.3,90.4,-3.2,13.2[fluorescence artefact?],85.2,109.5,95.1,8.9,-0.8
Cc1ccc(NC(=O)CCn2cccc2)cc1Cl,1.1,103.5,-0.2,2.7[fluorescence artefact?],92.1,116.5,85.5,5.2[fluorescence artefact?],0.7
Cc1ccc(N2C(=O)C(Cl)=C(NCc3ccccc3)C2=O)c(C)c1,1.1,91.2,6.0,-3.6,102.2,93.8,102.1,-4.3,-8.6
Cc1ccc2c(c1)c1c3n2CCN(C(=O)Cn2c(-c4ccccc4)noc2=O)C3CCC1 (centres undefined),1,97.5,-0.2,-8.9,86.3,111.4,91.7,-10.2,-2.0
Cc1csc(NC(=O)CSc2nnc(-c3ccccn3)n2-c2ccc(C)c(C)c2)n1,1,85.1,-2.7,-0.2,76.9,106.7,88.0,8.9,10.7
c1ccc(CSc2ncnc3c2cnn3Cc2ccccc2)cc1,1.2,99.2,3.9,2.0,97.3,91.3,116.4,-2.0,9.0
CC(C)c1ccc(S(=O)(=O)N2CCN(C(=O)c3cccc(F)c3)CC2)cc1,1.5,96.8,5.9,0.1[fluorescence artefact?],88.2,100.3,105.5,0.7,-27.6[fluorescence artefact?]
ON1C2CCCCC2N(O)C1c1c(F)c(F)c(F)c(F)c1F (centres undefined),1.1,99.8,-0.8,-12.2,91.6,121.9,91.6,-10.6,-4.1
COc1ccc(CCn2c(=O)[nH]c3cc(C(=O)NCCCN4CCOCC4)ccc3c2=O)cc1OC,1,97.2,.,-3.9,88.2,116.0,88.5,-11.2,10.3
O=C(Nc1ccc2c(c1)OCO2)Nc1ccc(Cl)cc1Cl,1.5,100.5,-0.9,-0.2,67.0,97.8[fluorescence artefact?],103.5,-5.2,1.3
O=C(N=C1SCC(=O)N1c1ccccc1Cl)c1ccco1,1.5,98.3,3.4,7.1,81.4,113.8,98.2,-1.4,9.1
CN(C(=O)CSc1nc2c(c(=O)[nH]1)CCCC2)C1CCCCC1,1.2,91.9,-0.9,-4.0,75.7,108.3,70.2,-2.4,4.6
O=C(c1ccc(Cl)c(S(=O)(=O)NCc2ccccc2)c1)N1CCN(c2ccccn2)CC1,1,94.2,.,-7.7[fluorescence artefact?],20.6*,98.3,74.5,9.8,4.4
O=P1(O)C=C(c2ccccc2)OC(c2ccccc2)=C1,1.9,103.0,0.2,-1.4,57.1,97.5,102.5,-2.4,-10.2
Cc1nc2nc(NCc3cccs3)nn2c(C)c1Cl,1.2,102.9,6.0,-12.4,88.6,83.7,98.2,-3.4,-3.5
C=CCn1c(C)cc(C(=O)COc2nncc3ccccc23)c1C,1.2,91.2,6.2,2.2,96.6,111.3,118.6,0.9,-1.9
CSc1nncc(=O)[nH]1,1.1,3.6*,8.0,-0.8,108.9,116.8,105.3,4.2,43.1[fluorescence artefact?]
CC(=O)N(c1cccc(Br)c1)C1C=CS(=O)(=O)C1 (centres undefined),1,90.0,-3.3,-2.8,95.7,102.4,106.3,-8.1[fluorescence artefact?],8.7
CC(C)(C)N1C(=O)c2ccccc2NC(=O)N1Cc1ccc(Br)cc1,1.3,86.5,-4.7,-7.1,93.7,110.0,98.3,-1.9,4.4
COCCOC(=O)C1=C(C)NC2=C(C(=O)CCC2)C1c1ccc(N(C)C)cc1 (centres undefined),1.1,112.9,-5.4,5.0[fluorescence artefact?],101.4,114.0,96.4,9.3,-7.8
COc1cccc(-c2cc3nc(-c4ccccc4)cc(N4CCC5(CC4)OCCO5)n3n2)c1,1.2,99.3,.,14.1[fluorescence artefact?],68.2,210.2*,70.4,21.0[fluorescence artefact?],-1.2
Fc1ccccc1COc1cccc(/C=N/n2cnnc2)c1,1.1,100.1,-2.5,3.6,101.1,97.5,101.8,1.4,-7.0
OCC#Cc1cnc2ccccc2c1,1.3,104.5,0.0,0.8,95.7,124.8,89.2,-7.0,-3.5
CCOc1ccccc1-n1c(SCC(N)=O)nnc1-c1ccc(O)cc1,1,94.4,1.3,15.1,93.1,104.1,89.2,3.4,3.4
CCCCOc1ccc(C(=O)Nc2ccc(N3CCN(C)CC3)cc2)cc1,1.1,27.8*,-0.6,14.5,22.7*,97.5,31.7,3.8,1.9
CC(=O)Nc1ccc(S(=O)(=O)NCCC(=O)NCCc2ccc(F)cc2)cc1,1.2,90.2,-2.7,3.3,97.6,99.7,95.3,-6.1,-11.9
CC[C@H](C)[C@H](NC(=O)c1ccc(Cl)cc1)C(=O)OCC(=O)c1ccc2c(c1)NC(=O)CO2,1.2,20.7*,-0.5,-1.6[fluorescence artefact?],2.6*,105.1,5.4*,6.3,10.1
Cc1ccc(N(CC(=O)NC2CC3CCC2C3)S(C)(=O)=O)cc1C (centres undefined),1,99.7,4.7,-4.3[fluorescence artefact?],83.2,117.2,95.0,-1.4,3.0[fluorescence artefact?]
COc1ccc(S(=O)(=O)Nc2ccc(F)cc2)c(C)c1C,1,109.8,2.4,-4.8[fluorescence artefact?],101.0,91.7,125.7,10.1,-18.5
CN(C(=O)COc1ccccc1)c1nnc(-c2cccnc2)s1,1.1,96.6,2.8,-6.0[fluorescence artefact?],93.5,131.8,99.0,-2.4,0.4
CCOC(=O)c1cc(NC(=O)SCC(=O)O)c(C)nc1C,1.2,100.5,-1.8,-23.9,82.9,113.7,92.8,-21.3,14.7[fluorescence artefact?]
Cc1cc(C(=O)N2CCN(C/C=C/c3ccccc3)CC2)cs1,1.2,95.0,1.5,6.0,77.4,123.7,103.1,-6.5[fluorescence artefact?],4.0
Cc1ccc(-c2nn3c(C)nnc3s2)cc1NC(=O)c1ccc(-c2cccc(Cl)c2)o1,0.9,98.9,87.8*,36.6,4.2*,155.5[fluorescence artefact?],36.2,66.2*,-9.2
CCc1ccc2[nH]c3nc(SCc4nnc(-c5ccc(C)cc5)o4)nnc3c2c1,1.3,44.4*,.,-2.8,9.4*,99.9,35.8,21.1[fluorescence artefact?],7.7
Cc1noc(C)c1C(=O)OCC(=O)NC(c1ccccc1)c1ccccc1,1.1,101.8,.,-8.4[fluorescence artefact?],87.0,114.5,95.0,1.8,0.2

# Single records, from the list above. Order of screens: MT1-MMP txn act | Lung fibro prol | CD11b adhes enh | ERb coact inh | H69AR inhibit | ERa coact pot | HUVEC inhibit | ERa coact inh | Smad3 inh
# `CC(=O)Nc1ccc(S(=O)(=O)NCCC(=O)NCCc2ccc(F)cc2)cc1` in the list: 1.2 | 90.2 | -2.7 | 3.3 | 97.6 | 99.7 | 95.3 | -6.1 | -11.9
# `Cc1ccc(N(CC(=O)NC2CC3CCC2C3)S(C)(=O)=O)cc1C` (centres undefined) in the list: 1 | 99.7 | 4.7 | -4.3[fluorescence artefact?] | 83.2 | 117.2 | 95.0 | -1.4 | 3.0[fluorescence artefact?]
# `Cc1noc(C)c1C(=O)OCC(=O)NC(c1ccccc1)c1ccccc1` in the list: 1.1 | 101.8 | . | -8.4[fluorescence artefact?] | 87.0 | 114.5 | 95.0 | 1.8 | 0.2

# Only part of the results is shown (hit frequency here may not be typical).
